# Pemphigus Ab inh – blocks pemphigus antibody binding to human desmoglein-3; P32926; DSG3-coupled beads, scFv-anti-DSG3-GFP binding, flow cytometry; hits give low values; binding (percent of control), % at 10 µM; actives 0.48% (n = 310,000);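 active means binding more than 3 SD below its plate's average and above zero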;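 further: hits lower antibody fragment binding to DSG3; some compounds called inactive have numbers as strong as hits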
# Target sequence (P32926 whole entry, looked up, the tested form may be a part): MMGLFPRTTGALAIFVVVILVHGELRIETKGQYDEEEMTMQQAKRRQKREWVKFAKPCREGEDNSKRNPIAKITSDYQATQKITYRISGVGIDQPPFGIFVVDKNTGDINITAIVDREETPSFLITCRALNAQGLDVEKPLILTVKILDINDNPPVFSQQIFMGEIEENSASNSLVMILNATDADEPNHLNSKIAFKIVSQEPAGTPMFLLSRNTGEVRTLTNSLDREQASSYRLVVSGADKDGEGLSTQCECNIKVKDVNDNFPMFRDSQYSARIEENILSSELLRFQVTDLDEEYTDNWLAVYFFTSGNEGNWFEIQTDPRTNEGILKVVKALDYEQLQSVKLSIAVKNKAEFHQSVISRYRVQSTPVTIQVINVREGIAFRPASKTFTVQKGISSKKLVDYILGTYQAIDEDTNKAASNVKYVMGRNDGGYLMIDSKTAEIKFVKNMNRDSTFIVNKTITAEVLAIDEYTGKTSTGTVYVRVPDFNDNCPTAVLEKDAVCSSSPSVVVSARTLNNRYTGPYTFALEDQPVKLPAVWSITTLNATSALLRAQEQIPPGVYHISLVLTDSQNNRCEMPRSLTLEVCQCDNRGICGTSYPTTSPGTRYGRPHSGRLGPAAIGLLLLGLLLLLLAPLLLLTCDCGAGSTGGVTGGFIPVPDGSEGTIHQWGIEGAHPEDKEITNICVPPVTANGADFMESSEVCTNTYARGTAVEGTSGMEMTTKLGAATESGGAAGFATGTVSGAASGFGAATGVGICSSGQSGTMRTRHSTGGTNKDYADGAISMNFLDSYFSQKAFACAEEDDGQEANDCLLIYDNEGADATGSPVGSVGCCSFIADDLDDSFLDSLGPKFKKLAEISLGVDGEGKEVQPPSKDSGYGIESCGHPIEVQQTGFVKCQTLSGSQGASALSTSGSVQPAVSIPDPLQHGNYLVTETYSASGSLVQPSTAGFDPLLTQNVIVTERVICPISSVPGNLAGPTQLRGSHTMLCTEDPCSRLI
# phage Ecoli inh – E. coli growth loss with phage present; AID 651602; actives 0.26% (n = 360,000); inhibition, % at 11.9 µM; growth absorbance; in the data active means inhibition above about 11%
# PKA-R1A activ – PKA-R1A complex activation; P00514+P68181; activation, % at 11.4 µM; PKA-R1A dissociation, Cy5-IP20 fluorescence polarization; scaled: DMSO 0%, 113 µM cGMP 100%; AID 504707; actives 0.083% (n = 340,000);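 active means percent activation above the mean of all tested compounds plus 3 SD, cut at about 19% in these data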;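 further: higher means more PKAc released from R1A so a rise in polarization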
# Starred values were filed as active, the others as inactive.
molecule	Pemphigus Ab inh	phage Ecoli inh	PKA-R1A activ
CCOC(=O)CCCN(c1[nH]c(C)c(C)c1C#N)S(=O)(=O)c1ccc(C)cc1	108	3.2	-4
C[C@H](CO)N1C[C@H](C)[C@@H](CN(C)S(=O)(=O)c2ccc(Oc3ccccc3)cc2)OCc2cnnn2CCCC1=O	112	1.5	-6
O=C1CNc2cc(Cl)ccc2N1	106	4.0	3
CCN(CC)S(=O)(=O)c1ccc(SCC(=O)c2c(N)n(C3CC3)c(=O)[nH]c2=O)nc1	100	2.1	3
CCOC(=O)c1c[nH]n2c(=S)ncnc12	101	3.7	3
Cc1ccc(Cc2c(-c3ccc(C)cc3)nc3c4ccccc4ccn23)cc1	109	1.3	6
COc1ccc(C(=O)COC(=O)c2cc(=O)c3ccccc3o2)c(OC)c1	99	3.1	-12
Clc1ccc2nc3ccccc3cc2c1	106	3.4	4
CCOC(=O)C1(C#N)C(=O)CSC1=Nc1ccccc1Cl (stereo unspecified)	103	7.0	-2
Cc1ccc(NC(=O)NC(=O)COC(=O)c2ccc(O)cc2O)c(C)c1	103	1.9	3

# Other compounds:
molecule	Pemphigus Ab inh	phage Ecoli inh	PKA-R1A activ
CC(C)Oc1ccc(S(=O)(=O)N2CCOCC2)cc1NC(=O)c1ccc(Cl)c(S(=O)(=O)N2CCOCC2)c1	104	5.5	6
COc1ccccc1C(=O)Nc1ccnn1C1CCN(C2CCCCC2)CC1	111	1.6	16
C[C@@H]1CN([C@H](C)CO)C(=O)CCCn2cc(nn2)CO[C@H]1CN(C)C(=O)Nc1ccccc1F	112	2.9	-12
O=C(OCC(=O)N1CCOCC1)c1cncc(Br)c1	102	1.7	-7
CC1CC(=O)Nc2ccccc2N1C(=O)COc1ccccc1C(N)=O (stereo unspecified)	96	1.5	-22
Cc1nc(C(=O)O)cc([N+](=O)[O-])c1C	109	1.3	9
COc1ccc(NC(=O)CN(C)C(=O)c2ccc(S(=O)(=O)N3CCOCC3)cc2)cc1	105	2.6	4
Cc1cc(NC(=O)COc2ccc3c(C)c(C)c(=O)oc3c2)no1	94	-0.8	3
C[C@@H]1CN([C@H](C)CO)C(=O)CCCn2nncc2CO[C@@H]1CN(C)C(=O)c1ccc(N2CCN(C)CC2)cc1	116	5.8	7
C=CCNC(=O)CN1C(=O)CSc2ccc(S(=O)(=O)N3CCOCC3)cc21	106	0.6	-2

# 3 of the compounds above, with values ahead of the structure:
Pemphigus Ab inh	phage Ecoli inh	PKA-R1A activ	SMILES
109	1.3	9	Cc1nc(C(=O)O)cc([N+](=O)[O-])c1C
105	2.6	4	COc1ccc(NC(=O)CN(C)C(=O)c2ccc(S(=O)(=O)N3CCOCC3)cc2)cc1
94	-0.8	3	Cc1cc(NC(=O)COc2ccc3c(C)c(C)c(=O)oc3c2)no1

# (further entries)
molecule	Pemphigus Ab inh	phage Ecoli inh	PKA-R1A activ
COc1cccc(OCC(=O)NCCS(=O)(=O)N2CCN(c3ccccc3)CC2)c1	100	3.0	-8
Nc1ccc(N2N=C(N3CCCC3)CC2=O)cc1	103	3.8	0
CC1=CC(C)C(=O)N(CCN2CCOCC2)C(C)=C1 (stereo unspecified)	104	3.8	-5
O=C(O)CC(c1ccccc1)c1ccc2c(c1)OCO2 (stereo unspecified)	103	2.8	1
CC(C1SC(=S)NC1=O)C1SC(=S)NC1=O (stereo unspecified)	97	-0.5	10
CCOc1ccc(-c2nc(CSCC(=O)NC3CCN(Cc4ccccc4)CC3)c(C)o2)cc1	95	1.8	-12
CCN(c1ccccc1)S(=O)(=O)c1cccc(C(=O)NCC(c2ccc(OC)cc2)N2CCCCC2)c1 (stereo unspecified)	104	0.2	1
CC1Cc2nc(SCC(=O)N3CCCCC3)n(C)c(=O)c2S1 (stereo unspecified)	99	0.3	-5
Cc1noc(C)c1NC(=O)N(C)C[C@@H]1Oc2ncc(Br)cc2C(=O)N([C@H](C)CO)C[C@@H]1C	100	1.3	3
COC(=O)c1cc(S(=O)(=O)Nc2cccc(-c3ccno3)c2)c[nH]1	96	1.8	-7

# Later entries.
molecule	Pemphigus Ab inh	phage Ecoli inh	PKA-R1A activ
COc1ccc(-c2ccc(CN3C(C(C)C)C(=O)N(Cc4cn(Cc5ccco5)nn4)CCS3(=O)=O)cc2)cc1 (stereo unspecified)	99	1.1	-8
CCc1ccc(/C=C2\SC(=S)N(CCCC(=O)Nc3cc(C)on3)C2=O)cc1	100	3.5	1
Cc1cc(C(=O)N2CCCC(CO)(Cc3ccc(F)cc3F)C2)nn1C (stereo unspecified)	109	3.1	1
Cc1ccc(C(=O)O)cc1NCc1cccnc1	101	1.1	-1
COCCN(C(=O)COC(=O)C12CC3CC(CC(O)(C3)C1)C2)c1c(N)n(Cc2ccccc2)c(=O)[nH]c1=O	99	4.3	-2
CCCCN1C(=O)C(CC(=O)NC2CCCC2)CC(C(=O)N(C)C)=C1C (stereo unspecified)	110	2.0	-3
Cc1cc(NC(=O)COC(=O)COc2ccc(Cl)c(C)c2)no1	102	1.7	7
N#Cc1ccc(NC(=O)COC(=O)c2cccc(S(=O)(=O)N3CCCC3)c2)cc1	104	3.2	5
CN(Cc1ccc(Cl)cc1Cl)C(=O)C1CSC2(C)CCC(=O)N12 (stereo unspecified)	97	2.0	-12
COc1ccc2c(c1)CCCO[C@]21O[C@H](CCO)C[C@H](O)[C@H]1O	101	1.0	-18

# (list continues)
molecule	Pemphigus Ab inh	phage Ecoli inh	PKA-R1A activ
CC1CCc2sc(C(=O)NN=C3CCCC3)cc2C1 (stereo unspecified)	95	0.6	-13
COCCn1c(SCC(=O)N2CCCC2)nc2c(c1=O)SCC2	107	2.5	-5
O=C(CSc1nnc(-c2cccc(Br)c2)o1)NCC1CCCO1 (stereo unspecified)	101	2.2	1
Cc1ccc(OCCCC(=O)N(C)CC(=O)Nc2c(C)cccc2C)cc1	105	2.5	-5
COc1ccc(C(=O)NCCCNc2nc3cc(C)cc(C)c3cc2C#N)cc1	100	1.7	-7
O=C1C=C(c2n[nH]nc2-c2ccccc2)C[C@@H](c2ccc(F)cc2)C1	102	2.3	-21
C[C@@H]1CN([C@@H](C)CO)C(=O)CCCn2nncc2CO[C@H]1CN(C)C(=O)Nc1cccc2ccccc12	100	-8.3	-1
CC(C)(C)OC(=O)N1CCC(NC(=O)c2[nH]cnc2C(=O)Nc2ccc(Br)cc2F)CC1	99	0.2	2
CCCCN1C(=O)C(CC(=O)NCC2CCCCC2)CC(C(=O)N2CCOCC2)=C1C (stereo unspecified)	98	1.5	-12
COc1ccc(CCNC(=O)COC(=O)C2=NNC(=O)CC2)cc1	97	1.9	-6

# Other records follow.
# The line under a structure holds: Pemphigus Ab inh | phage Ecoli inh | PKA-R1A activ
CC(NCCCSc1ccccc1)C(O)c1ccc(O)cc1 (stereo unspecified)
  102 | 3.8 | 8
COc1ccc(C(=O)N2C=Cc3ccccc3C2C(N)=O)cc1 (stereo unspecified)
  106 | 3.8 | 6
COc1cc2c(cc1[N+](=O)[O-])-c1ccc([N+](=O)[O-])cc1C2=NO
  112 | 3.2 | -6
COc1ccc(C)cc1N1CC(C(=O)Nc2cccc(C(=O)NC3CC3)c2)CC1=O (stereo unspecified)
  96 | 1.9 | 0
O=C(COC(=O)C1CC(=O)N(Cc2ccccc2)C1)Nc1ccc([N+](=O)[O-])cc1Br (stereo unspecified)
  101 | 2.9 | 4
CC1=C(C(=O)N2CCOCC2)CC(CC(=O)NCCc2ccccn2)C(=O)N1Cc1ccc(F)cc1 (stereo unspecified)
  98 | 1.0 | -3
CN(C)c1ncnc2c1nnn2C1OC(CO)C(O)C1O (stereo unspecified)
  108 | -0.4 | 4
CCn1cc(/C=C(\NC(=O)c2ccccc2OC)C(=O)N2CCOCC2)c2ccccc21
  96 | 0.0 | 7
COc1ccc(-n2sc3ccccc3c2=O)cc1
  74* | 1.0 | 0
COc1cccc(NC(=O)COC(=O)c2ccc3c(c2)OCCO3)c1
  106 | 2.8 | 12
CCC(=O)N(c1nnc(SC(C)C(=O)Nc2ccc(N3CCOCC3)cc2)s1)C1CC1 (stereo unspecified)
  102 | 4.4 | 1
COc1cc(Br)cc(C(=O)N2CCc3ccccc32)c1OC
  100 | 1.3 | 5
COc1ccc(N(CC(=O)Nc2ccc(S(=O)(=O)N3CCOCC3)cc2)S(C)(=O)=O)cc1OC
  102 | 1.2 | -2
C[C@@H]1CN([C@H](C)CO)C(=O)CCCn2cc(nn2)CO[C@H]1CN(C)C(=O)Nc1ccccc1C(F)(F)F
  104 | 2.6 | -5
CN(C)S(=O)(=O)n1cc(/C=C(\NC(=O)c2ccccc2F)C(=O)N2CCCCC2)c2ccccc21
  96 | 0.2 | -2

# The list goes on.
# The line under a structure holds: Pemphigus Ab inh | phage Ecoli inh | PKA-R1A activ
C[C@H]1CN([C@@H](C)CO)S(=O)(=O)c2ccc(Br)cc2O[C@H]1CN(C)C(=O)C1CCC1
  109 | 4.6 | -7
COc1ccc(NC(=O)c2ccc3c(c2)CCN3S(C)(=O)=O)cc1
  105 | 3.8 | 0
COc1cc(C=NCc2ccccc2)ccc1O
  102 | 3.4 | 4
O=C(OCc1ccc(Br)cc1)c1cc([N+](=O)[O-])ccc1N1CCOCC1
  102 | 1.6 | 0
CCCc1cc(CN(C)C(=O)c2ccc(OC3CCN(C(C)=O)CC3)c(OC)c2)[nH]n1
  106 | 1.8 | 9
Cc1ccc(S(=O)(=O)CCC(=O)OCCOc2ccc(Br)cc2)cc1
  95 | 3.0 | -18
COCCCNC1=C(C#N)C(=O)NC2(CCCC2)S1
  104 | 1.9 | 3
COc1ccc(OC)c(CN2CCN(Cc3ccc(OC)c(OC)c3OC)CC2)c1
  100 | -0.8 | -3
COc1ccc(C(=O)NC2CC(C)(C)NC(C)(C)C2)cc1S(=O)(=O)N1CCOCC1
  107 | -2.3 | -2
COc1ccc(N2CCCC2=O)cc1S(=O)(=O)N1CCOCC1
  99 | 2.2 | -8
O=C1Nc2ccccc2SC1=Cc1ccccc1
  104 | 0.9 | -4
COc1cc(/C=C/CNC[C@H]2O[C@@H](n3ccc(N)nc3=O)[C@H](O)[C@@H]2O)ccc1O
  99 | 2.9 | -10
N#CC(C(O)c1ccccc1)N1CCOCC1 (stereo unspecified)
  104 | 2.6 | 12
COc1ccc(S(=O)(=O)N2CCC(C(=O)N[C@H](C(=O)NCc3ccccc3)C(C)C)CC2)cc1
  103 | 1.9 | -5
COCCn1c(=S)[nH]c2cc(C(=O)NC3CCCC(C)C3C)ccc2c1=O (stereo unspecified)
  103 | 1.8 | -1

# Reprinted from the part before: two entries; new compounds follow.
# The line under a structure holds: Pemphigus Ab inh | phage Ecoli inh | PKA-R1A activ
COc1ccc(S(=O)(=O)N2CCC(C(=O)N[C@H](C(=O)NCc3ccccc3)C(C)C)CC2)cc1
  103 | 1.9 | -5
COCCn1c(=S)[nH]c2cc(C(=O)NC3CCCC(C)C3C)ccc2c1=O (stereo unspecified)
  103 | 1.8 | -1
NC(=O)C1CCN(CC(=O)Nc2ccc3c(c2)OCO3)CC1
  112 | -0.6 | 3
Cc1ccc(S(=O)(=O)N2C[C@H]3N(C(=O)OC(C)C)N(C(=O)OC(C)C)C[C@H](OC(=O)NC4CC4)[C@@]3(O)C2)cc1
  106 | 2.7 | 2
CC1Cc2ccccc2N1C(=O)COC(=O)c1ccco1 (stereo unspecified)
  102 | 4.1 | -10
CC(NC(=O)C1CC(=O)N(c2ccc3c(c2)OCCO3)C1)c1ccccc1 (stereo unspecified)
  101 | 2.9 | -6
O=C(O)CSc1c(Cl)c(=O)oc2ccc(Cl)cc12
  105 | 2.7 | 6
COc1cccc(S(=O)(=O)N(C)C[C@H]2OCc3cn(nn3)CCCC(=O)N([C@H](C)CO)C[C@@H]2C)c1
  110 | 3.1 | -7
COc1ccc(C)cc1S(=O)(=O)NCc1ccccn1
  96 | 1.1 | -1
CCCn1c(=S)[nH]c2cc(C(=O)N3CCN(c4ccccc4)CC3)ccc2c1=O
  103 | 0.8 | -6
CCN(CC)C(=O)C1=C(C)N(CCCN2CCCC2=O)C(=O)C(CC(=O)NC(c2ccccc2)c2ccccc2)C1 (stereo unspecified)
  105 | 4.0 | 5
O=C(Nc1ccn(CCCN2CCN(Cc3ccc(F)cc3)CC2)c(=O)n1)OCc1ccccc1
  101 | 0.9 | -7
C[C@@H]1CN([C@@H](C)CO)C(=O)CCCn2nncc2CO[C@@H]1CN(C)S(=O)(=O)c1ccc2ccccc2c1
  104 | 3.5 | 8
O=C(Nc1nnc(-c2ccco2)o1)c1ccc(Br)s1
  97 | -4.7 | 9
COc1ccc(C(=O)Nc2ccc3nc4n(c(=O)c3c2)CCCCC4)cc1OC
  98 | 3.1 | 11
Cc1ccc(S(=O)(=O)N2CCOCC2)cc1NC(=O)COC(=O)C1CCC1
  100 | 5.5 | -12
Cc1cc(C)c(Cn2c(=O)[nH][nH]c2=O)cc1Cn1c(=O)[nH][nH]c1=O
  103 | 3.2 | 6

# The listing continues.
# The line under a structure holds: Pemphigus Ab inh | phage Ecoli inh | PKA-R1A activ
CC1(c2cccc(Br)c2)NC(=O)N(CC(=O)NCCC2=CCCCC2)C1=O (stereo unspecified)
  100 | 2.1 | -3
CCOc1ccc(Nc2ccc(S(=O)(=O)N3CCOCC3)cc2[N+](=O)[O-])cc1
  115 | 4.6 | 1
CN(C)CCCN1c2ccc(O)cc2Sc2ccc(Cl)cc21
  103 | -1.2 | -1
N#Cc1ccccc1COC(=O)c1cc(S(=O)(=O)N2CCOCC2)ccc1F
  105 | 1.8 | 3
CC1CCCCC1=NNC(=O)c1ccccc1 (stereo unspecified)
  106 | 3.3 | 0
C=CCn1c(SCC(=O)Nc2cc(C)on2)nc2ccccc21
  97 | 3.6 | 3
CCOC(=O)c1c(C)oc(=O)c(CC)c1O
  99 | 1.9 | -13
Cc1ccc(S(=O)(=O)N2C[C@H]3n4c(=O)ccc(=O)n4C[C@H](OC(=O)NCC4CCCCC4)[C@@]3(O)C2)cc1
  111 | 1.6 | 0

# Source: PubChem BioAssay (several laboratories)

# Only part of the results is shown; count on the stated rates, not on these rows.
